High-throughput results deposited in PubChem BioAssay by National Center for Advancing Translational Sciences (NCATS).
FUS yeast rescue – FUS proteinopathy suppression in yeast | S. cerevisiae FUS-expressing, growth rescue, OD600, 24 h | Potency, µM (top dose mostly 76.6 µM), without a hit: top-dose growth rescue (activation), actives largely listed as activators | 390,000 tested, 0.24% active | AID 1347120;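 note: potency is the fitted concentration of half-maximal effect; plate controls were DMSO vehicle for no effect and reference control for full effect; nearly all actives have a fitted effect of over 55% in size; some results filed as inactive show a strong effect at the top dose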
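Absorbance at 600 nm, taken 24hr after compound addition, measured rescue of FUS-yeast growth at 30C. Induction used 2% galactose with seeding at OD 0.005. Controls: CP55940 from 92uM final, DMSO only.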
Akt phos inh – blocks phosphorylation of Akt. Neuro2A IGF-stimulated pAkt S473 HTRF, 20 min; hits give low values. AID 651550. 360,000 tested, 0.32% active. activity change, % for hits at 50 µM; in the data active = activity change below about -80%; inconclusive = mostly about -51% to -80%; note: % is set by controls: 0 for no effect and ±100 for the full control effect
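Neuro2A cells in DMEM with 0.5% FBS, overnight at 37 deg C, given compound at single 50 µM final, then IGF (6 nM final) for 20 min at 37 deg C. Lysed; phospho-Akt Ser473 by HTRF after 24 h, 665/615 ratio.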
GLP1R cytotox – cytotoxicity counter-screen for GLP-1 receptor inverse agonists | HEK293 cAMP-luciferase reporter cells, luminescence, 24 h | Potency, µM (series often up to 38.3 µM), inactives show at the highest dose activity change, negative = inhibition, actives largely listed as inhibitors | 410,000 tested, 0.13% active;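 note: loss of luciferase light is scored as toxicity; potency is the fitted concentration of half-maximal effect; % is set by controls: 0 for no effect and ±100 for the full control effect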
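To flag toxic compounds, the library was rerun on cells for 24 hr at 37 deg C and 5% CO2. Viability-linked luminescence was captured 12 min after adding luciferase detection reagent.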
Abeta yeast res – compounds reversing amyloid beta toxicity in yeast; 410,000 tested, 0.063% active; yeast expressing A-beta42, growth rescue, OD600, 48 h; response scale: 0% DMSO, 100% iron-clioquinol control; AID 1347071; Potency, µM (doses to about 46.1 µM), without a hit: top-dose growth rescue, usual class: activators; note: potency is the fitted concentration of half-maximal effect; nearly all actives have a fitted effect of over 55% in size
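Yeast growth medium received pinned compounds, then yeast cells expressing toxic A-beta were added; plates incubated at 30 C for 48 hr. Growth read as absorbance at 600 nm, normalized to DMSO and equimolar FeCl3 plus clioquinol controls.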
PTHR1 ag – activates the human parathyroid hormone receptor PTHR1. Q03431. HEK293 GP2 PTHR1 cells, GloSensor cAMP luminescence, 1 h. Potency, µM (doses to about 115 µM), inactives show at the highest dose activation, actives largely listed as activators. 410,000 tested, 0.075% active. AID 743266; note: potency is the fitted concentration of half-maximal effect; nearly all actives have a fitted effect of over 55% in size; some results filed as inactive show a strong effect at the top dose; inactives centre near -15; many of its hits are not listed in these tables
Target sequence (Q03431 whole entry, looked up): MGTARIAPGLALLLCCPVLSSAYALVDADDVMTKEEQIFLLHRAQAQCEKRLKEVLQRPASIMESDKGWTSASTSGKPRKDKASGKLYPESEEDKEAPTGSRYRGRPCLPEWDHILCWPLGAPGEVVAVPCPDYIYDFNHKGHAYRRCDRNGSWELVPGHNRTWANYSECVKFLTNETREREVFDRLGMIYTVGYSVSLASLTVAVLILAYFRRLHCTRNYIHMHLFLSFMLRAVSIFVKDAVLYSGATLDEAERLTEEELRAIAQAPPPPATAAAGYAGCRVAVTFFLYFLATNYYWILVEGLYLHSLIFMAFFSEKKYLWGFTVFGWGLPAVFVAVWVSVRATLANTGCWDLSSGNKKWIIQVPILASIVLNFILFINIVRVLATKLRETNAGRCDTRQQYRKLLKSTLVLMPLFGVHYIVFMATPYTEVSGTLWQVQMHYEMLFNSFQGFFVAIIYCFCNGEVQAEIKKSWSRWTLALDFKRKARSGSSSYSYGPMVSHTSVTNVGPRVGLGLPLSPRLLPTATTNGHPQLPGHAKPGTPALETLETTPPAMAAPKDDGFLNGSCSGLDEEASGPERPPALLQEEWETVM
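HEK-293-derived GP2 cells expressing PTHR1 and a GloSensor cAMP reporter, 3,000/well, plated overnight, given luciferin plus IBMX (each 0.5 mM as added) for 1 h at 37 °C, then compound for 1 h at 37 °C. Luminescence was read after 15 min at room temperature.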
GLP-1R inv ag – GLP-1 receptor (human) inverse agonism. P43220. HEK293 GLP-1R CRE-luciferase, luminescence, 24 h; GLP-1R form is constitutively active. Potency, µM (series often up to 38.3 µM), for the others: at the highest dose activity change, negative = inhibition, hits mostly inhibitors. 410,000 tested, 1.6% active. AID 624417; note: potency is the fitted concentration of half-maximal effect; % is set by controls: 0 for no effect and ±100 for the full control effect; nearly all actives have a fitted effect of over 55% in size
Target sequence (P43220 whole entry, looked up): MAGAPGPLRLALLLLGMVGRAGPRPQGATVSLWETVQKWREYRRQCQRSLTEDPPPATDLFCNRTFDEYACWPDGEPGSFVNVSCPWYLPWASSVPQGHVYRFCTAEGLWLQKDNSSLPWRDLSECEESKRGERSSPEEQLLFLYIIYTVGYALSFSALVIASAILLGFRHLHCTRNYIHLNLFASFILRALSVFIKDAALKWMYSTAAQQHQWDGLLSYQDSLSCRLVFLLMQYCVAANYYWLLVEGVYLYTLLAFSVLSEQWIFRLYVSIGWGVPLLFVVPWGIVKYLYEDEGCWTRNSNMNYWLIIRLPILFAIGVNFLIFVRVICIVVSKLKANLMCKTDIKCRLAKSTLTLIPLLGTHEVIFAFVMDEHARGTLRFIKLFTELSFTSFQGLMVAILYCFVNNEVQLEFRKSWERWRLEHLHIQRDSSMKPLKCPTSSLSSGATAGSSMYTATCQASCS
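Inverse agonists were sought by their lowering of basal cAMP reporter luciferase output in HEK293 cells stably carrying constitutively active human GLP-1R, after 24 h compound treatment.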
aSyn yeast inh – rescues yeast growth from alpha-synuclein toxicity; Yeast expressing alpha-synuclein, growth rescue, BacTiter-Glo, 24 h; Potency, µM (top dose mostly 46.1 µM), without a hit: at the highest dose growth rescue (activation), hits mostly activators; 370,000 tested, 0.14% active; note: potency is the fitted concentration of half-maximal effect; % of control where 0% means no effect; nearly all actives have a fitted effect of over 65% in size
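Galactose-induced alpha-syn yeast (OD600=0.02, raffinose-pregrown) + pinned cpd, 24 hr, 30 deg C; growth by BacTiter-Glo luminescence. Growth restoration scores as activation.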
TDP43 rescue – TDP-43 toxicity inhibition in yeast; TDP-43 expressing yeast growth rescue, BacTiter-Glo, 24 h; Potency, µM (titrated, usually from 46.1 µM), for inactives: at the highest dose growth rescue (activation), usual class: activators; 410,000 tested, 1.8% active; note: potency is the fitted concentration of half-maximal effect; % of control where 0% means no effect; nearly all actives have a fitted effect of over 50% in size
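Cell-based yeast growth screen: TDP-43 expression induced in galactose, inoculum OD600=0.02 after raffinose pregrowth to mid-log. Read-out BacTiter-Glo luminescence at 24 hr, 30 deg C; inhibition of toxicity seen as signal increase.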
MmCpn inh – M. maripaludis TRiC chaperonin inhibition; purified Mm-Cpn ATPase, ADP Transcreener TR-FRET; Potency, µM (titrated, usually from 76.9 µM), without a hit: at the highest dose activity, negative = inhibition, hits mostly inhibitors; 330,000 tested, 0.031% active; note: potency is the fitted concentration of half-maximal effect; % is set by controls: 0 for no effect and ±100 for the full control effect; nearly all actives have a fitted effect of over 80% in size
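ATPase turnover read by TR-FRET ADP competition (Eu cryptate antibody/ADP-d2, 665/590 nm): 10uM ATP final, 25nM Mm-CPN final, 30 min 37degC after 10-min compound preincubation, pH 7.4 Tris/KCl/MgCl2/DTT buffer.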
The depositor's hits bear a star; i = inactive; ? = inconclusive; . = not tested or not shown; & = joins results of further samples; [ ] = dose if it differs, or a comment. Unless noted, calls come from the whole dose curve; as a rule, active = well fitted curve in the direction sought with a large enough effect; inconclusive = small, poorly fitted or top-dose-only effect, or another doubt; inactive = no such curve, though single readings can be large; an effect the other way counts as inactive or inconclusive.

SMILES | FUS yeast rescue | Akt phos inh | GLP1R cytotox | Abeta yeast res | PTHR1 ag | GLP-1R inv ag | aSyn yeast inh | TDP43 rescue | MmCpn inh
CC(C)(C)c1ccc(OCC(=O)NNC(=O)CCc2ccccc2)cc1 | 18% | i | 3% | 21% | i | ? | 8% | 5% | -2%
CCC1(CCC(C)C)SC(N)=NC1=O (configuration not stated) | 16% | i | 9% | -18% | -23% | 3% | 1% | -17% | .
CCOC(=O)CSc1nc(C)c(C(=O)OCC)s1 | -35% | i | -1% | 14%[9.22 µM] | i | 2% | 9% | 31% | 1%
Cc1cc(=O)[nH]c(=S)[nH]1 | -42% | i | -7% | 8% | -8% | -9% | 7% | 0% | -1%[15.4 µM]
NC(=O)c1noc(C(=O)N(CC(=O)NC2CCCC2)Cc2ccc3c(c2)OCO3)c1N | 0% | i | -5% | ? | i | 2% | 0% | -24% | 1%
CCOC(=O)Cn1nc(-c2ccc(Cl)cc2)cc1N | 6% | i | 5% | -8% | -17%[57.5 µM] | -2% | 2% | 25% | 0%
CC1CCc2nc(N)c(C#N)c(-c3cccnc3)c2C1 (configuration not stated) | -20% | i | 7% | -2% | i | 0.89µM* | -3% | 4% | -1%
Cc1ccc(NC(=O)CSc2nnc(-c3cnccn3)n2C)cc1C | 17% | i | -15% | 8% | -5% | -7% | -4% | 9% | 1%
Nn1c(SCC(=O)NCCc2ccc(S(N)(=O)=O)cc2)nnc1C1CCCCC1 | 23% | i | -2% | -12% | i | 9% | -1%[1.84 µM] | 4% | 1%
CCN(CC1CCCO1)C(=O)c1cc(COc2ccccc2SC)on1 (configuration not stated) | 32% | i | -2% | 13% | -2% | ? | 10% | 6% | 1%
CC(=O)c1ccc(S(=O)(=O)Nc2ccc(C(=O)N(C)CC(=O)Nc3cccc(C)c3C)cc2)cc1 | 38% | i | 2% | 1% | -1% | 11% | -1% | 1% | -3%
Cc1cccc(CNC(=O)C2CCC(CNS(=O)(=O)c3ccc4c(c3)CCCC(=O)N4)CC2)c1 (configuration not stated) | 18% | . | 3% | 13% | i | 7% | . | 0% | .
COc1ccc(Nc2oc(-c3ccc(F)cc3)nc2C#N)cc1 | 23% | i | 0% | 10% | 0% | 8% | 1% | 9% | -5%
O=C(COC(=O)COc1ccccc1[N+](=O)[O-])NC1CCCC1 | . | i | -4% | 8% | i | 0% | 4% | 0% | -3%
CCn1c(SCC(=O)N2CCCCCC2)nc2c(c1=O)SCC2 | . | i | -2% | 7% | -25% | -14% | -1% | -4% | 3%

Part of the list above in order of molecular weight, low to high:
SMILES | FUS yeast rescue | Akt phos inh | GLP1R cytotox | Abeta yeast res | PTHR1 ag | GLP-1R inv ag | aSyn yeast inh | TDP43 rescue | MmCpn inh
Cc1cc(=O)[nH]c(=S)[nH]1 | -42% | i | -7% | 8% | -8% | -9% | 7% | 0% | -1%[15.4 µM]
CCC1(CCC(C)C)SC(N)=NC1=O (configuration not stated) | 16% | i | 9% | -18% | -23% | 3% | 1% | -17% | .
CC1CCc2nc(N)c(C#N)c(-c3cccnc3)c2C1 (configuration not stated) | -20% | i | 7% | -2% | i | 0.89µM* | -3% | 4% | -1%
CCOC(=O)CSc1nc(C)c(C(=O)OCC)s1 | -35% | i | -1% | 14%[9.22 µM] | i | 2% | 9% | 31% | 1%
Cc1ccc(NC(=O)CSc2nnc(-c3cnccn3)n2C)cc1C | 17% | i | -15% | 8% | -5% | -7% | -4% | 9% | 1%
CCN(CC1CCCO1)C(=O)c1cc(COc2ccccc2SC)on1 (configuration not stated) | 32% | i | -2% | 13% | -2% | ? | 10% | 6% | 1%
NC(=O)c1noc(C(=O)N(CC(=O)NC2CCCC2)Cc2ccc3c(c2)OCO3)c1N | 0% | i | -5% | ? | i | 2% | 0% | -24% | 1%
Cc1cccc(CNC(=O)C2CCC(CNS(=O)(=O)c3ccc4c(c3)CCCC(=O)N4)CC2)c1 (configuration not stated) | 18% | . | 3% | 13% | i | 7% | . | 0% | .
CC(=O)c1ccc(S(=O)(=O)Nc2ccc(C(=O)N(C)CC(=O)Nc3cccc(C)c3C)cc2)cc1 | 38% | i | 2% | 1% | -1% | 11% | -1% | 1% | -3%

Other compounds follow:
SMILES | FUS yeast rescue | Akt phos inh | GLP1R cytotox | Abeta yeast res | PTHR1 ag | GLP-1R inv ag | aSyn yeast inh | TDP43 rescue | MmCpn inh
COc1ccc(C(=O)/C=C/c2cn(CC(O)CN3CCc4ccccc43)c3ccccc23)cc1OC (configuration not stated) | ? | . | -23% | -9% | -2% | 10µM* | . | 11% | .
O=C(CCCC(=O)N(CC(=O)NC1CCCC1)Cc1ccc(F)cc1)Nc1ccccn1 | -5% | i | -9% | -16% | -22%[57.5 µM] | 1% | 0% | -2% | 1%
CCOc1ccc(S(=O)(=O)n2ccnc2)c2ccccc12 | -19% | i | -3% | -15% | i | 4% | -1% | 21% | 1%
CNc1c2cccc(C)c2nc2c(C(=O)NCCN(C)C)cccc12 | . | i | -6% | -8% | i | ? | 16% | -26% | .
Cc1ccc(N(C(=O)c2csnn2)C(C(=O)NC2CCCCC2)c2ccccn2)cc1 (configuration not stated) | 23% | i | -27% | -7% | -9% | -1% | 6% | -7% | -1%
S=C(N/N=C/c1ccc2c(c1)OCO2)NC1CC2CCC1C2 (configuration not stated) | 0% | i | ? | ? | -24% | ? | 7% | 0% | 0%
COc1cccc(NC(=O)/C(C#N)=C/c2c(C)n(Cc3ccc(Cl)cc3)c3ccccc23)c1 | 34% | . | 3% | -4% | i | ? | . | 20% | .
O=C(CNC(=O)c1[nH]cnc1C(=O)N[C@@H](Cc1ccccc1)C(=O)OCc1ccccc1)OCc1ccccc1 | 33% | i | -8% | -6% | -34%[inhibitor] | ? | 1% | -13% | 0%
CCc1nnc(N2CCN(c3ncnc4c3oc3ccccc34)CC2)s1 | 18% | i | 5% | -25% | -51% | 24% | 11% | 0% | 1%
CCCn1cnnc1CNC(=O)C1CCC(=O)N(CCc2ccc(OC)cc2)C1 (configuration not stated) | -19% | i | -8% | 9% | i | -2% | -7% | 2% | 1%
Cc1cc(C(F)(F)Cl)n2ncc(-c3ccccn3)c2n1 | -10% | i | -12% | 0% | i | 23% | 0% | 3% | -1%
COc1cccc(CNC(=O)CN(C)S(=O)(=O)c2ccc3c(c2)c(=O)n(C)c(=O)n3C)c1 | -1%&-7% | i | 2%&-12% | -23%&12% | -15% | 10%&6% | -2% | -6%&7% | 1%
COc1ccc(C(=O)O)cc1S(=O)(=O)Nc1ccccc1Cc1ccccc1 | -16% | i | 1% | -6% | i | -2% | 3% | -5% | 1%
COc1ccc(NC(=O)CCCN(C)S(=O)(=O)c2ccc(C)cc2)cc1 | . | i | -2% | 0% | i | -17% | 3% | 19% | 2%
COC(=O)C[C@H]1CC[C@@H](NC(=O)Nc2ccc(C(F)(F)F)cc2)[C@@H](CO)O1 | -8% | i | -1% | 3% | i | 4% | -6% | 27% | .
C=CCN1C(=O)C(CC(=O)O)SC1=Nc1cccc([N+](=O)[O-])c1 (configuration not stated) | 14% | i | 0% | -19% | ? | 6% | -3% | 4% | -2%
O=C1CN(C(=O)c2c(F)cccc2F)C(c2ccccc2)c2cc(Br)ccc2N1 (configuration not stated) | ? | i | 6% | 8% | -10% | ? | -10% | -1% | 1%
Cc1ccc(NC(=O)c2cc(-c3ccc4c(c3)OCO4)on2)cc1C | ? | i | 2% | -6% | -24% | 19% | 0% | -16% | 0%
Cc1cccc(C)c1-n1ncc(C(=O)Nc2ccc3c(c2)OCCO3)c1C1CCN(C(=O)OC(C)(C)C)CC1 | 13% | . | 0% | 21% | i | -27% | . | ? | .
O=C1NC(c2ccccc2)=C(c2ccc3ccccc3n2)C(c2ccncc2)N1 (configuration not stated) | -5% | i | 14% | -5% | i | 1% | 5% | -17% | -2%
COCCNc1nc2sc3c(c2c(=O)n1Cc1ccco1)CCCCC3 | 15% | i | -20% | 0% | -2% | -27% | 3% | -5%[0.397 µM] | -9%
Cc1ccc(N(C)S(=O)(=O)c2ccc3c(c2)CC(C)N3C(=O)C2CC2)cc1 (configuration not stated) | 34% | i | 1% | -16% | i | ? | -8% | 11% | 3%
Cn1c(=O)[nH]c(=O)c2c1nc(N1CCOCC1)n2CC(O)COc1ccc2ccccc2c1 (configuration not stated) | 20% | i | -13% | 0% | -12% | 27% | 1% | 0% | -1%
O=C(NCCN1C(=O)CCC1=O)c1ccncc1 | ? | i | -6% | -1% | i | 3% | -4% | 6% | 0%
COC(=O)c1ccccc1Oc1cc(C(F)(F)F)nc(-c2ccccn2)n1 | 25% | i | 2% | ? | -34%[inhibitor] | -5% | -9% | -21% | .
CCNc1ccc(S(=O)(=O)C(F)(F)F)cc1NC(=O)C12CCC(CC1)C2 | 3% | i | 2% | 6% | -1%[57.5 µM] | 5% | 0% | -21% | 1%

The list is partial; the hit share may differ from the screen's.
